Bioassay records: PubChem BioAssay, National Center for Advancing Translational Sciences (NCATS)
HP1b binding inh: HP1-beta chromodomain-methylated histone interaction inhibition. Potency, µM (series often up to 114 µM), inactives show at the top dose activity change, negative = inhibition, usual class: inhibitors. P83916. hit rate 0.56% among 390,000. AID 540317. AlphaScreen HP1-beta / biotin-H3K9me3 peptide binding; note: potency is the fitted concentration of half-maximal effect; nearly all actives have a fitted effect of over 70% in size; inactives centre near 23
Target sequence (P83916 whole entry, looked up): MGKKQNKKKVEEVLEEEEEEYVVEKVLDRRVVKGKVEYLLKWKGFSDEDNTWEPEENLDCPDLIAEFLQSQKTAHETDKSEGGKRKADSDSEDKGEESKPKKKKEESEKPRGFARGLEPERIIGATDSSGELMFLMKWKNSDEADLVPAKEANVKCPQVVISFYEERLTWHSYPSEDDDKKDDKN
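Compound inhibition of the preformed complex between 50 nM HP1-beta and 50 nM biotinylated H3K9me3 peptide was read by AlphaScreen. Buffer was PBS pH 7.4 with 0.01% Tween-20. Incubations ran 30 min at room temperature, with 10 ug/mL donor/acceptor beads.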
ERG-DNA inh: ERG Ets/DNA interaction inhibition; Potency, µM (series often up to 76.9 µM), for inactives: top-dose FP activity, negative = inhibition, actives largely listed as inhibitors; fluorescence polarization, His-ERG Ets domain / labelled DNA; hit rate 0.028% among 370,000; P11308; active = well fitted inhibition curve with a large enough effect in the polarisation, with a control signal flat; inconclusive = small, poorly fitted or top-dose-only effect, or effect the other way, or a change in a side signal; inactive = no such curve, though single readings can be large or run the other way; the % refers to the polarisation;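 note: polarization taken with two DNA probes labelled with fluorescein and Texas red; potency is the fitted concentration of half-maximal effect; % of control where 0% means no effect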
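His-tagged ERG Ets domain (1 uM in the protein solution; 300mM KCl, 50mM Tris-HCl, 1mM EDTA, 1mM DTT, pH 7.5) received compound, then a probe mix of 5 nM fluorescein-DNA and 100nM Texas-615-DNA. Fluorescence polarization was read for both dyes.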
JMJD2A Tudor: JMJD2A Tudor domain (human) inhibition; Potency, µM (top dose mostly 114 µM), for inactives: top-dose activity change, negative = inhibition, usual class: inhibitors; AlphaScreen JMJD2A-Tudor / H3K4me3 peptide binding; hit rate 4.4% among 390,000; O75164; AID 504339; note: potency is the fitted concentration of half-maximal effect; % is set by controls: 0 for no effect and ±100 for the full control effect; nearly all actives have a fitted effect of over 50% in size
Pin1 inhibitor: inhibitors of human Pin1; Q13526; Pin1 FP peptide displacement, HiFluor488, 10 min; Potency, µM (doses to about 115 µM), for the others: at the highest dose activity, negative = inhibition, hits mostly inhibitors; hit rate 0.009% among 390,000; active = well fitted inhibition curve with a large enough effect in the polarisation, with a control signal flat, not every such curve was filed as active; inconclusive = small, poorly fitted or top-dose-only effect, or effect the other way, or a change in a side signal; inactive = no such curve, though single readings can be large or run the other way; the % refers to the polarisation; note: potency is the fitted concentration of half-maximal effect; % is set by controls: 0 for no effect and ±100 for the full control effect
G9a block: G9a (human) methyltransferase inhibition; Q96KQ7; G9a H3K9 monomethylation, AlphaScreen, 2 h; Potency, µM (highest dose often 102 µM), for the others: top-dose activity, negative = inhibition, usual class: inhibitors; hit rate 8.8% among 350,000; note: potency is the fitted concentration of half-maximal effect; % is set by controls: 0 for no effect and ±100 for the full control effect; nearly all actives have a fitted effect of over 75% in size
Target sequence (Q96KQ7 913-1193 limits assumed): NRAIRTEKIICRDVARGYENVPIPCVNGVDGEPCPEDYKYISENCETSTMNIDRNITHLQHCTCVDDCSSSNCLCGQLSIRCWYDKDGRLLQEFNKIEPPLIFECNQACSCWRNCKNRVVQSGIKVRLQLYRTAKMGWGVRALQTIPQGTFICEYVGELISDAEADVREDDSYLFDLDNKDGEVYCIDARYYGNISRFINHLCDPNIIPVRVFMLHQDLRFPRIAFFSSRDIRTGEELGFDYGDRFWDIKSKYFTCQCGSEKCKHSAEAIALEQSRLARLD
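Using a bead-based AlphaScreen, monomethylated H3K9 product from 2 h room-temperature reactions (G9a 20 nM, peptide 500 nM, SAM 20 uM) was detected with 0.5 ug/mL rabbit anti-H3K9me1 antibody.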
PI4K2A inh: inhibitors of human PI4K2A. purified PI4K2A, ADP-Glo luminescence, 1 h; active compounds read low. hit rate 0.13% among 420,000. Q9BTU6. activity change, negative = inhibition, % at 76.9 µM; in the data active = activity change below about -50%; inconclusive = mostly about -30% to -49%;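 note: -100% = wells without enzyme as full effect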
Target sequence (Q9BTU6 whole entry, looked up): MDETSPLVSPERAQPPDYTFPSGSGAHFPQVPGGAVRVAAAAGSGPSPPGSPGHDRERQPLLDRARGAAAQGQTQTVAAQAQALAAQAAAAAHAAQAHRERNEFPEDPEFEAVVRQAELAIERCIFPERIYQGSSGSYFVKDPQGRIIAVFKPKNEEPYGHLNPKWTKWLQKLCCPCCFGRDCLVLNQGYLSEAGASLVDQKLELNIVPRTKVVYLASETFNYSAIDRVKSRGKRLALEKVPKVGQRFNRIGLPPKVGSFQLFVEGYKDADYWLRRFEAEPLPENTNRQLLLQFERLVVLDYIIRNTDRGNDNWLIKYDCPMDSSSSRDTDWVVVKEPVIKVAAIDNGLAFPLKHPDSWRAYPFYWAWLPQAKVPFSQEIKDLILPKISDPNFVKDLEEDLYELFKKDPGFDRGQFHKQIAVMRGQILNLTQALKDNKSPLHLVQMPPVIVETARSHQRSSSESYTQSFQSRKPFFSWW
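In this quantitative HTS, ADP production by PI4K2A was quantified luminescently after 1 h at ambient temperature; 100 microM adenosine served as plate-quality control.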
Tb PGK inh: inhibitors of T. brucei phosphoglycerate kinase; Potency, µM (series often up to 57.5 µM), inactives show at the top dose activity change, negative = inhibition, hits mostly inhibitors; hit rate 0.043% among 380,000; P07378; PGK/GAPDH coupled, Kinase-Glo luminescence, 60 min; note: potency is the fitted concentration of half-maximal effect; % is set by controls: 0 for no effect and ±100 for the full control effect; nearly all actives have a fitted effect of over 60% in size
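Recombinant glycosomal PGK reaction used 1,3-bisphosphoglycerate generated in-well by GAPDH (100nM final) in 100mM TEA pH 7.6, 5mM MgCl2, 0.01% Tween-20. After 60 minutes at room temperature, ATP was read by Kinase-Glo Plus luminescence end-point.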
GLS inhibitor: blocks human kidney-isoform glutaminase activity; GLS enzymatic activity, qHTS titration; hit rate 0.21% among 410,000; AID 624170; Potency, µM (titrated, usually from 45.5 µM), without a hit: top-dose activity change, negative = inhibition, usual class: inhibitors; O94925; note: potency is the fitted concentration of half-maximal effect; % is set by controls: 0 for no effect and ±100 for the full control effect
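Coupled fluorescence readout: glutamate oxidase/HRP/Amplex Red detect glutamate formed by hKGA from L-glutamine (1 mM solution added). Buffer 45 mM KH2PO4 pH 8.2, 0.02% Tween-20; reads at t0 and 30 min RT.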
BAZ2B block: inhibitors of human BAZ2B bromodomain | Q9UIF8 | AlphaScreen BAZ2B-H3K14Ac peptide displacement | Potency, µM (top dose mostly 114 µM), inactives show at the top dose activity change, negative = inhibition, actives largely listed as inhibitors | hit rate 4.4% among 360,000 | AID 504333; note: potency is the fitted concentration of half-maximal effect; % is set by controls: 0 for no effect and ±100 for the full control effect; nearly all actives have a fitted effect of over 60% in size
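BAZ2B 50 nM plus b-H3(5-23)K14Ac 50 nM, PBS pH 7.4/0.01% Tween-20, 30 min RT; compound added (max 110 uM), 30 min RT; streptavidin donor/Ni-chelate acceptor beads 10 ug/mL final, 20 min dark; AlphaScreen read.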
The depositor's hits bear a star; i = inactive; ? = inconclusive; . = not tested or not shown; [ ] = dose if it differs, or a comment. Unless noted, calls come from the whole dose curve; as a rule, active = well fitted curve in the direction sought with a large enough effect; inconclusive = small, poorly fitted or top-dose-only effect, or another doubt; inactive = no such curve, though single readings can be large; an effect the other way counts as inactive or inconclusive.

SMILES	HP1b binding inh	ERG-DNA inh	JMJD2A Tudor	Pin1 inhibitor	G9a block	PI4K2A inh	Tb PGK inh	GLS inhibitor	BAZ2B block
COc1ccc(-c2noc(CN(C)S(=O)(=O)c3ccc(C)cc3)n2)cc1	64%[activator]	-1%	8%	9%	15%[59 µM]	7	i	1%	20%
Cc1ncc(CO)c(CNc2ccc(-c3nc4ccccc4[nH]3)cc2)c1O	-3%	7%	-27%	1%	-7%	-10	5%	17%	?
Cc1c(NS(=O)(=O)c2cccc(C(=O)NC(C)c3ccccc3)c2)c(=O)n(-c2ccccc2)n1C (stereo unspecified)	30%	2%	-6%	-1%	.	-2	i	2%	.
COc1cc(C(=O)N2CCCc3ccccc32)c([N+](=O)[O-])cc1OC	16%	-13%	-19%	-5%	-8%	3	-5%	-3%	0%
COc1ccc2cc(C(c3nnnn3CC3CCCO3)N3CCOCC3)c(=O)[nH]c2c1 (stereo unspecified)	18%	-17%	-12%	-1%	17%	1	4%	1%	-1%
CCOCCn1c(CN2CCN(C(c3ccccc3)c3ccccc3)CC2)nc2c1c(=O)n(C)c(=O)n2C	12%	12%	-15%	0%	1%[2.33 µM]	-1	-1%	-19%	-1%
CCCCc1ccc(N=N/C(C(=O)Nc2ccccc2OC)=C(/C)O)cc1	-1%	0%	-25%	0%	?	-5	-1%	1%	?
CC12CCC(C(=O)N(Cc3ccccc3)Cc3ccccc3)(OC1=O)C2(C)C (stereo unspecified)	50%[activator]	-10%	22%	13%	-7%	6	-3%	6%	10%
COc1ccc(CCNC(=O)CCn2c(=O)c3ccccc3n(CC(=O)Nc3cccc(C)c3)c2=O)cc1OC	34%[activator]	0%	11%	-3%	4%[59 µM]	-4	1%	3%	4%
O=C(CN1C(=O)NC2(CCCC2)C1=O)N1CCN(c2ccccc2O)CC1	35%	-1%	-12%	2%	?	2	0%	3.2µM*	0%
O=C1NCCCC2c3c(cc(Br)c(O)c3Br)OC12N1CCCCC1 (stereo unspecified)	?	-8%	-35%	-7%	?	-13	-4%	29%	?
COc1cc(CCCN2C(=O)C(=O)NC[C@@H]2C(C)O)cc(OC)c1OC (stereo partly specified)	27%	10%	-15%	1%	26%[59 µM]	-3	5%	-2%	-2%
N/C(CSc1nc(-c2ccccc2)c(-c2ccccc2)o1)=N\O	-12%	3%	-32%	3%	?	-2	3%	22%	.
CCOc1ccccc1NC(=O)CN(CCc1ccccc1)S(=O)(=O)c1ccc(C)cc1	39%[activator]	0%	-4%	?	-6%[59 µM]	0	2%	2%	3%
CC(C)CN1C(=O)/C(=C(/C#N)C(=O)NC2CCCCC2)c2ccccc21	9%	19%	?	-6%	?	-2	-6%	14%	?
COc1cccc(-c2nnc3n(CCc4ccccc4)c(=O)c4ccccc4n23)c1O	17%	-5%	-12%	-7%	-23%[59 µM]	0	2%	0%	?
CC(C(=O)NCCS(=O)(=O)c1ccc(Cl)cc1)S(=O)(=O)c1ccccc1 (stereo unspecified)	29%	-8%	-2%	-2%	6%	-2	-12%	5%	-5%
O=C(NC1=NCCS1)c1cc(-c2cccnc2)nc2ccccc12	27%	-3%	-12%	-2%	4%	3	-9%	-25%	-15%
Cc1ccccc1-c1nc(CS(=O)(=O)CC(=O)NCCCN2C(C)CCCC2C)c(C)o1 (stereo unspecified)	8%	12%	-25%	7%	-8%[59 µM]	-3	-2%	-3%	2%
Cc1cc(C)c(C#N)c(N2CCN(c3ccc(F)cc3)CC2)n1	41%[activator]	-4%	-5%	-1%	3%	3	2%	6%	-5%
Cc1cccc(-n2c(=O)c3ccccc3n3c(=S)[nH]nc23)c1C	-16%	6%	25µM*	5%	1.1µM*	0	2%	-5%	-15%
COc1ccc(NC(C)=O)cc1NC(C)c1nc2sc(C)c(C)c2c(=O)[nH]1 (stereo unspecified)	-25%	-3%	-34%	7%	?	-1	-8%	-7%	?
Nc1nonc1-c1noc(-c2ccccc2Br)n1	39%	-19%	4%	7%	33%[12.7 µM]	-2	5%	4%	8%
Cc1ccc(C(=O)CCC(=O)Nc2cccc(C(F)(F)F)c2)cc1C	37%	-1%	6%	13%	.	-5	20%	10%	.
O=C1NCCN1CCNS(=O)(=O)c1ccc(F)c(Cl)c1	31%	-11%	-9%	4%	7%	2	2%	13%	2%

Ordered by the number under ERG-DNA inh (largest number first): three from the list above
mol | ERG-DNA inh
N/C(CSc1nc(-c2ccccc2)c(-c2ccccc2)o1)=N\O | 3%
COc1ccc(NC(C)=O)cc1NC(C)c1nc2sc(C)c(C)c2c(=O)[nH]1 (stereo unspecified) | -3%
O=C1NCCN1CCNS(=O)(=O)c1ccc(F)c(Cl)c1 | -11%

(listing goes on)
SMILES	HP1b binding inh	ERG-DNA inh	JMJD2A Tudor	Pin1 inhibitor	G9a block	PI4K2A inh	Tb PGK inh	GLS inhibitor	BAZ2B block
CCC(=O)N1CCN(c2ccc(NC(=O)c3c(F)c(F)c(OC)c(F)c3F)cc2)CC1	39%	1%	-13%	10%	-4%	-3	i	1%	4%
N/C(=N\OC(=O)CC1CCCCC1)c1ccc(Br)cc1	60%[activator]	-3%	31%	-8%	64%[activator]	0	-2%	-2%	17%
N/C(=N\OC(=O)Cc1ccccc1[N+](=O)[O-])c1ccccn1	12%	-5%	?	-3%	?	6	6%	12%	56µM*
NS(=O)(=O)c1ccc(CCNC(=O)/C=C/c2cccc([N+](=O)[O-])c2)cc1	19%	-3%	-10%	-3%	.	4	-8%	3%	-10%
O=C1c2ccccc2C(=O)N1CCc1c(-c2[nH]c3ccccc3c2CCN2C(=O)c3ccccc3C2=O)[nH]c2ccccc12	13%	-6%	-19%	-1%	.	0	-5%	0%	.
COc1ccc(OC)c(C2C3CN(C(C)C)CC=C3C(C#N)=C(N)C2(C#N)C#N)c1 (stereo unspecified)	39%[activator]	-2%	-24%	?	?	-6	-2%	13%	?
CCCN(CC(=O)Nc1ccccc1C)C(=O)Cc1c(C)nc2ccccc2c1C	15%	-2%	-33%	4%	-12%[2.33 µM]	0	2%	-7%	?
CCOC(=O)c1sc2ccccc2c1OC(=O)c1ccccc1OC	107%[activator]	8%	49%[activator]	?	43%	-3	.	34%[activator]	33%
CCC1SC(CC)C(=O)N(CC(=O)NCc2ccc(F)cc2)C1=O (stereo unspecified)	28%	-3%	-4%	0%	-20%	-1	-5%	-5%	.
Cc1ccccc1-c1nn(-c2ccc(F)cc2F)cc1CNCCCN(C)C	0%	-3%	?	-3%	.	4	3%	10µM*	-3%
CCOC(=O)C1=C(COc2ccccc2)NC(=O)NC1c1ccc(Cl)cc1 (stereo unspecified)	27%	-6%	-13%	2%	9%	1	-15%	7%	-3%
Cc1ccc(C(=O)N2CCC(C(=O)NCc3cccnc3)CC2)cc1	41%[activator]	-6%	4%[57.1 µM]	-2%	1%[59 µM]	0	i	-5%	4%
COc1ccc(-n2c(-c3cccc(C)c3[N+](=O)[O-])n[nH]c2=S)cc1	?	3%	?	-5%	3.2µM*	-7	-1%	?	-5%
NNC(=O)COc1ncn(-c2ccccc2)n1	18%	1%	-4%	2%	10%[59 µM]	-2	2%	6%	-5%
Cc1ccccc1OCC(=O)N/N=C/c1ccccn1	-10%	-7%	-35%	-6%	-26%	0	2%	2%	-39%
CC1(C)SC(=S)N(NC(=O)Nc2cccc3ccccc23)C1N(O)C(=O)Nc1ccccc1 (stereo unspecified)	11%	14%	-24%	4%	-4%[59 µM]	-2	-2%	-4%	-34%
O/N=C/c1ccnc(SCc2ccc(Cl)cc2)n1	34%	12%	-18%	-4%	.	-1	-6%	-10%	15%
CC(=O)c1ccc(S(=O)(=O)N2CCN(C(=O)c3ccc(COc4ccccc4)o3)CC2)cc1	6%	4%	-28%	18%	50µM*	2	-2%	2%	-3%
CCc1cc2c(CN3CCN(C)CC3)cc(=O)oc2cc1O	62%[activator]	-3%	-12%	12%	4%[12.7 µM]	-1	0%	38%[activator]	-7%
CCOC(=O)c1c(C)[nH]c(CCC(=O)Nc2cc(C)ccc2OC)c1C	14%[57 µM]	2%	-24%	-5%	-7%[59 µM]	-6	2%	-10%	-27%
CN1CCN(c2ccc([N+](=O)[O-])cc2/C=N/NC(=O)c2ccc(F)cc2)CC1	4%	1%	-23%	-1%	?	7	-10%	-12%	5%
CCOc1ccc(NC(=S)NC(=O)c2c(Cl)cnn2CC)c([N+](=O)[O-])c1	-16%	.	?	1%	?	-2	-7%	9%	?
CC#CCCC(=O)N1C=Cc2ccccc2C1C#N (stereo unspecified)	?	-16%	-15%[11.4 µM]	0%	15%[59 µM]	2	-5%	?	-1%
CCCCc1ccc(NC(=S)Nc2ccc(Cl)c(S(=O)(=O)N(C)C)c2)cc1	-18%	10%	-25%	20%	?	-9	-2%	12%	-31%
CCC(C)n1c(=N)c(S(=O)(=O)c2ccccc2)cc2c(=O)n3ccccc3nc21 (stereo unspecified)	25%	-17%	-9%	4%	-2%[59 µM]	-1	-7%	-6%	-1%
CC(C)Cc1csc(NC(=O)c2ccc(F)cc2)c1C(=O)O	22%	-1%	-2%	2%	8%[59 µM]	-4	-9%	-7%	-3%
O=C(COc1cccc2cccnc12)Nc1ccccc1N1CCOCC1	33%	-2%	-7%	-9%	33%[59 µM]	-6	-1%	4%	-20%

Not a hit list. Share with any hit: about 11%.
